# Source: PubChem
# Pin1 inh: qHTS Assay to Find Inhibitors of Pin1 | Peptidyl-prolyl cis-trans isomerase NIMA-interacting 1 (Homo sapiens), Q13526 | 390,000 compounds, 0.009% hits | Potency, µM (series often up to 115 µM), inactives show top-dose activity, negative = inhibition, actives largely listed as inhibitors | Pin1 FP peptide displacement, HiFluor488, 10 min; active means well fitted inhibition curve with a large enough effect in the polarisation, with a control signal flat, not every such curve was filed as active; inconclusive means small, poorly fitted or top-dose-only effect, or effect the other way, or a change in a side signal; inactive means no such curve, though single readings can be large or run the other way; the % refers to the polarisation; further: on the % scale 0 is the no-effect control and ±100 the full control effect
# POLI inh: qHTS for Inhibitors of Polymerase Iota; DNA polymerase iota (Homo sapiens), Q9UNA4; AID 588590, 2011; Pol iota fluorescent replication assay, 10 min; 390,000 compounds, 1% hits; Potency, µM (titrated, usually from 115 µM), without a hit: at the top dose activity, negative = inhibition, actives largely listed as inhibitors
#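 Fluorescent replication assay read twice, at 0 min and 10 min after adding 50 nM (final) substrate. Enzyme (10 nM) and compounds were first incubated 15 min at room temperature; enzyme-free buffer wells were negative controls.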
# JMJD2A Tudor: qHTS Assay for Inhibitors of JMJD2A-Tudor Domain. AID 504339, 2011. Lysine-specific demethylase 4A (Homo sapiens), O75164. Potency, µM (top dose mostly 114 µM), without a hit: at the highest dose activity change, negative = inhibition, actives largely listed as inhibitors. AlphaScreen JMJD2A-Tudor / H3K4me3 peptide binding. 390,000 compounds, 4.4% hits; further: on the % scale 0 is the no-effect control and ±100 the full control effect; nearly all actives have a fitted effect of over 50% in size
# BAZ2B block: qHTS Assay for Inhibitors of BAZ2B; AlphaScreen BAZ2B-H3K14Ac peptide displacement; Bromodomain adjacent to zinc finger domain protein 2B (Homo sapiens), Q9UIF8; Potency, µM (series often up to 114 µM), inactives show at the highest dose activity change, negative = inhibition, actives largely listed as inhibitors; 360,000 compounds, 4.4% hits; AID 504333, 2011; further: on the % scale 0 is the no-effect control and ±100 the full control effect; nearly all actives have a fitted effect of over 60% in size
# Target sequence (Q9UIF8 whole entry, looked up, the tested form may be a part): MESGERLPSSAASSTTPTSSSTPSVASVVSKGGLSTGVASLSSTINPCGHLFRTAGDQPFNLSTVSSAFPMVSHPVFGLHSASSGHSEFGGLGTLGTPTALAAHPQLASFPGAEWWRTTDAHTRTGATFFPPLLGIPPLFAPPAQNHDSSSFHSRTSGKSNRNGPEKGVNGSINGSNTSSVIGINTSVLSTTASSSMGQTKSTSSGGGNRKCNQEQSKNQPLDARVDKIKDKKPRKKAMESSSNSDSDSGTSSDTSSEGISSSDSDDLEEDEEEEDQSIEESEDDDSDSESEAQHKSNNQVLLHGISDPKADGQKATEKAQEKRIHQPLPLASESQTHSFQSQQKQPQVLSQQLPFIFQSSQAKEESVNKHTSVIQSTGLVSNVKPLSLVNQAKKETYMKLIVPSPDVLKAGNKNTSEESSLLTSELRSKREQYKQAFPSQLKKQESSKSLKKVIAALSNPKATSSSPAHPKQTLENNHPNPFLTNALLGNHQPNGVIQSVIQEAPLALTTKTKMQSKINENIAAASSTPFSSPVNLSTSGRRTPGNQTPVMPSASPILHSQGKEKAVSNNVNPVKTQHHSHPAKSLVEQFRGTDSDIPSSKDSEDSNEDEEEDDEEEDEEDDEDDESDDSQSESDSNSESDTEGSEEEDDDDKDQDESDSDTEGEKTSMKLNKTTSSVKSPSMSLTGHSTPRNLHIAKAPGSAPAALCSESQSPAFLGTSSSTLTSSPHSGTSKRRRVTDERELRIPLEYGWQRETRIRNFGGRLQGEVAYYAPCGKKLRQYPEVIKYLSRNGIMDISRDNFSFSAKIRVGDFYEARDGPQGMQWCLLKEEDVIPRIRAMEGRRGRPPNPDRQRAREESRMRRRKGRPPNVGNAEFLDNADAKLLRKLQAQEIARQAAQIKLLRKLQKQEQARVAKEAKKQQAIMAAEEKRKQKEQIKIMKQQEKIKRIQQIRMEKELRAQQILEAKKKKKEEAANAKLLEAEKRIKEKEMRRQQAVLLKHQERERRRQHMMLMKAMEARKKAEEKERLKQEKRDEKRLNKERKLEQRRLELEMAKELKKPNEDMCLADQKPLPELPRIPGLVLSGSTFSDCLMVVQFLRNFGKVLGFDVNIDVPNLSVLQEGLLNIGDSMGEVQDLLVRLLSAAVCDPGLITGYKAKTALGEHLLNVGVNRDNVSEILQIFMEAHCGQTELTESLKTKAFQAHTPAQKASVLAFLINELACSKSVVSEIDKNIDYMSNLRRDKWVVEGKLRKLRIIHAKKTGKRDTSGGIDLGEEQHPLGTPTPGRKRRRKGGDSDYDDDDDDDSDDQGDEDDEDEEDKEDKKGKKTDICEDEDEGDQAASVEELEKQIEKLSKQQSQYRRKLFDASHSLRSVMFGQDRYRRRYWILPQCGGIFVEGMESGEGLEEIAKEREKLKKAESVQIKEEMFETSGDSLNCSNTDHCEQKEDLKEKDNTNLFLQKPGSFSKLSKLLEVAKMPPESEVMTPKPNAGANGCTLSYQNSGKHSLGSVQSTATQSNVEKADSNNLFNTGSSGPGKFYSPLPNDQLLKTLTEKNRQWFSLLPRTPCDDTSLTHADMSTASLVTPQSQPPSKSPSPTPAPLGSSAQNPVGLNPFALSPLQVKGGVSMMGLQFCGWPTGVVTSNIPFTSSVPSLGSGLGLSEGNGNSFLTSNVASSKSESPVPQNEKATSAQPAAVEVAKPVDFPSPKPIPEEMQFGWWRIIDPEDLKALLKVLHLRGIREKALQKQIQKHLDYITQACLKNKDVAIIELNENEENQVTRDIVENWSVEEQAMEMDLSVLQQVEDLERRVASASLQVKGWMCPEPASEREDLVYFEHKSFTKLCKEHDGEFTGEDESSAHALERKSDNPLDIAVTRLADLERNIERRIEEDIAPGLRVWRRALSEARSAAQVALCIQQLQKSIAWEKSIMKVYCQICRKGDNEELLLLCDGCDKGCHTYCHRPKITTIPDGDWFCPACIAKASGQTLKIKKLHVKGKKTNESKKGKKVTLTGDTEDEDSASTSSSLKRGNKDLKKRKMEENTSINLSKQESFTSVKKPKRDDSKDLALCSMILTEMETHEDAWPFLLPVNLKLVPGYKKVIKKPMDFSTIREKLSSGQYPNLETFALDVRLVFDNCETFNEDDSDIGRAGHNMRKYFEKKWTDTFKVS
#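 Complex of BAZ2B and biotin-H3K14Ac (50 nM apiece) forms over 30 min at RT, then faces library compounds up to 110 uM for another 30 min; AlphaScreen beads added, 20 min dark incubation, luminescence read.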
# BLM inh: qHTS Assay for Inhibitors of Bloom's syndrome helicase (BLM) | recombinant BLM DNA unwinding, fluorescence dequenching | Potency, µM (series often up to 56.1 µM), for inactives: at the top dose activity change, negative = inhibition, most hits filed as inhibitors | 350,000 compounds, 0.2% hits | AID 2528, 2010;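 further: plate controls were vehicle for no effect and no enzyme for full effect; nearly all actives have a fitted effect of over 35% in size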
# PGK inhibitor: qHTS Assay to Find Inhibitors of Phosphoglycerate Kinase; 380,000 compounds, 0.043% hits; Phosphoglycerate kinase, glycosomal (Trypanosoma brucei brucei), P07378; AID 602233, 2012; PGK/GAPDH coupled, Kinase-Glo luminescence, 60 min; Potency, µM (titrated, usually from 57.5 µM), without a hit: top-dose activity change, negative = inhibition, hits mostly inhibitors; further: on the % scale 0 is the no-effect control and ±100 the full control effect; nearly all actives have a fitted effect of over 60% in size
#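 Recombinant glycosomal PGK reaction used 1,3-bisphosphoglycerate generated in-well by GAPDH (100nM final) in 100mM TEA pH 7.6, 5mM MgCl2, 0.01% Tween-20. After 60 minutes at room temperature, ATP was read by Kinase-Glo Plus luminescence end-point.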
# HP1b binding inh: HTS for Inhibitors of HP1-beta Chromodomain Interactions with Methylated Histone Tails; AlphaScreen HP1-beta / biotin-H3K9me3 peptide binding; 390,000 compounds, 0.56% hits; AID 540317, 2011; Chromobox protein homolog 1 (Homo sapiens), P83916; Potency, µM (titrated, usually from 114 µM), without a hit: at the highest dose activity change, negative = inhibition, usual class: inhibitors; further: nearly all actives have a fitted effect of over 70% in size; inactives centre near 23
#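 AlphaScreen: HP1-beta (50 nM) preformed 30 min with biotin-H3(1-18)K9me3 peptide (50 nM) in PBS pH 7.4, 0.01% Tween-20. Compound added for 30 min at RT, then streptavidin donor/nickel chelate acceptor beads (10 ug/mL) for 30 min.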
# G9a block: qHTS Assay for Inhibitors of Histone Lysine Methyltransferase G9a. Histone-lysine N-methyltransferase EHMT2 (Homo sapiens), Q96KQ7. G9a H3K9 monomethylation, AlphaScreen, 2 h. Potency, µM (series often up to 102 µM), inactives show at the highest dose activity, negative = inhibition, actives largely listed as inhibitors. 350,000 compounds, 8.8% hits. AID 504332, 2011; further: on the % scale 0 is the no-effect control and ±100 the full control effect; nearly all actives have a fitted effect of over 75% in size
#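 G9a (20 nM) was preincubated 15 min with compound, then reacted 2 h at room temperature with 500 nM biotin-H3K9 peptide and 20 µM SAM. Monomethyl-H3K9 detected by AlphaScreen using anti-H3K9me1 antibody.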
# GLS inh: qHTS for Inhibitors of Glutaminase (GLS). GLS enzymatic activity, qHTS titration. AID 624170, 2012. Potency, µM (highest dose often 45.5 µM), inactives show at the highest dose activity change, negative = inhibition, actives largely listed as inhibitors. 410,000 compounds, 0.21% hits. Glutaminase kidney isoform, mitochondrial (Homo sapiens), O94925; further: on the % scale 0 is the no-effect control and ±100 the full control effect
#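 hKGA in 45 mM KH2PO4 pH 8.2, 0.02% Tween-20 with pin-transferred compounds; 1 mM L-glutamine (stock) plus glutamate oxidase/HRP/Amplex Red coupling added. Fluorescence read initially and after 30 min at RT.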
# The depositor's hits bear a star; i = inactive; ? = inconclusive; . = no result given; [ ] = another dose, or the depositor's remark. Unless noted, the call rests on the fitted dose curve; in most records, active means well fitted curve in the direction sought with a large enough effect; inconclusive means small, poorly fitted or top-dose-only effect, or another doubt; inactive means no such curve, though single readings can be large; an effect the other way counts as inactive or inconclusive. Potency means the concentration at half of the fitted maximal effect. Only part of the results is shown (hit frequency here may not be typical).
No.	Pin1 inh	JMJD2A Tudor	PGK inhibitor	GLS inh	BLM inh	POLI inh	G9a block	HP1b binding inh	BAZ2B block	SMILES
1	-6%	-3%	-5%	-6%	.	20%	.	47%[activator]	.	O=C1OCCN1c1c(-c2ccccc2)c(N2CCOCC2)nc2ccccc12
2	-6%	-15%	-3%	-2%	3%	16%	11%	55%[activator]	-1%	Cc1nn(CCCC(=O)NCCc2ccccc2)c(=O)c2nn(-c3ccccc3)c(C)c12
3	-1%	-30%	-12%	19%	-3%	?	79µM*	14%	?	CC1=NN(c2ccccc2)C(=O)/C1=C\N1CC(C)OC(C)C1 (stereo unspecified)
4	-2%	-8%	-9%	-3%	-2%	-5%	8%	52%[activator]	.	Cc1ccc(F)cc1NC(=O)CSc1ncccn1
5	-12%	-13%	i	10%	1%	?	1%	42%[activator]	7%	COc1ccc(C(=O)N2CCN=C2c2ccccc2)cc1OC
6	2%	-19%	-8%	-1%	-6%	34%[activator]	0%[59 µM]	46%[activator]	-1%	Cc1nnc(N2CCN(c3cccc(Cl)c3)CC2)c2c1nnn2Cc1ccc(F)cc1
7	3%	-8%	-6%	-1%	-3%	12%	2%[59 µM]	68%[activator]	49%[activator][57.1 µM]	CCc1ccc(-n2nc(C)c3c(C(=O)N4CCN(c5cccc(Cl)c5)CC4)cc(C)nc32)cc1
8	6%	10%	-8%	6%	-3%	9%	8%[59 µM]	24%	2%	CCc1cccc(NC(=O)CCC(=O)O)c1
9	0%	-8%	-3%	4%	.	14%	7%[2.33 µM]	9%	4%	Cc1ccccc1OCC(=O)OCC(=O)NCCNC(=O)COC(=O)COc1ccccc1C
10	55%[activator]	-10%	i	4%	-2%	-19%	?	37%	-20%	CCN(CC)C(=O)CSc1nc(C)cc(C)c1C#N
11	-7%	-8%	-4%	-3%	1%	6%	50µM*	63%	0%	CCc1cc2c(N3CCCCC3)ncnc2s1
12	0%	-13%[57.1 µM]	-1%	-4%	-4%	133%[activator]	-3%	25%	?	O=C(N/N=C/c1ccccn1)c1cccc(S(=O)(=O)Nc2ccccc2Cl)c1
13	16%	-19%	.	6%	-8%	-11%	0%	8%	6%	CCOc1ccc(S(=O)(=O)N(CC(=O)N/N=C/c2cccs2)c2ccc(C)cc2)cc1
14	-4%	-6%	-1%	1%	-1%	21%	50µM*	34%	0%	CCCCn1c(SCc2c(C)noc2C)nc2cc(S(N)(=O)=O)ccc21
15	-11%	-23%	-7%	2%	-7%	21%	?	17%	-28%	O=C(O)c1cn(-c2ccc(F)cc2)c2cc(Cl)c(F)cc2c1=O
16	39%[activator]	63µM*	-9%	-3%	.	35µM*	.	-36%	.	Cc1c(NS(=O)(=O)c2cccc(C(=O)NCc3ccco3)c2)c(=O)n(-c2ccccc2)n1C
17	0%	-11%	0%	-9%	-1%	-2%	25%	59%[activator]	-11%[57.1 µM]	CC1CC(C)CN(S(=O)(=O)N2CCCC(C(=O)NCCCN3CCCCC3C)C2)C1 (stereo unspecified)
18	-2%	-16%	-9%	-1%	-14%	104%[activator]	9%[12.7 µM]	35%	-11%	COc1ccc(CC(=O)NNC(=O)CSc2ccc(C)cc2)cc1
19	6%	-8%	9%	-5%	2%	107%[activator]	-23%	26%	-23%	Cc1cc(C(=O)NCc2ccco2)c2cc(F)ccc2n1
20	1%	-10%	10%	4%	-10%	20%	17%	36%	5%	CC(C)c1nc(SCC(=O)Nc2ccc3c(c2)OCCO3)n[nH]1
21	7%	-14%	-1%	2%	-4%	49%	?	10%[57 µM]	-36%	Cc1cc(-c2ccc(C)c(S(=O)(=O)NCCc3ccco3)c2)on1
22	2%	7%	-11%	15%	3%	-2%	-1%	8%	0%	CC(=O)NC1(c2nnnn2CCOC(=O)Nc2ccc(Cl)cc2)CCCCC1
23	18%	0%	-2%	-6%	1%	11%	?	28%	-1%	O=C(NCc1cccs1)[C@@H]1CSC2c3ccccc3C(=O)N21 (stereo partly specified)
24	0%	-1%	2%	-3%	-3%	4%	-19%[59 µM]	22%	14%	CCOC(=O)N1CCN(C(=O)c2cnn(-c3ccccc3)c2NC(=O)c2ccccc2F)CC1
25	0%	-2%	-8%	-5%	-5%	-5%	17%[59 µM]	41%[activator]	0%	Cc1ccc(NC(=O)C(=O)NCc2ccc(Cl)cc2)cc1
26	-13%	5%	i	1%	-2%	7%	0%	76%[activator]	-22%	Cn1c(=O)c2c(c3ccccc31)OC(=O)CC2c1cccnc1 (stereo unspecified)
27	-1%	?	i	19%	1%	?	?	1%	?	O=C(Nc1cccnc1)C1CC(c2ccccc2O)=NO1 (stereo unspecified)
28	-7%	-4%	i	11%	-10%	4%	1%	45%[activator]	37%	Cc1sc2ncnc(N3CCCCC3C)c2c1C (stereo unspecified)
29	?	-5%[11.4 µM]	-3%	-11%	-3%	11%	-44%[59 µM]	18%	-8%	O=C(O)CC(=O)Nc1ccccc1C(=O)O
30	-13%	-19%	i	24%	-7%	14%	-12%	6%	-20%	Cc1ccc(C(C)C)c(OCC(=O)N/N=C2\CC(=O)CC(C)(C)C2)c1
31	3%	-4%	-5%	-4%	-1%	-21%	27%	59%[activator]	15%	CC(C)C(OC(=O)c1cccs1)C(=O)NCCc1ccccc1 (stereo unspecified)
32	-2%	2%	8%	-6%	0%	110%[activator]	.	24%	-6%	CSc1ccc(CN2CCN(CC=C(C)C)C(CCO)C2)cc1 (stereo unspecified)
33	-3%	-18%	i	-2%	.	35%[activator]	-8%[12.7 µM]	34%	-26%	Cc1ccc(C(=O)OC(C)C(=O)Nc2ccc3c(c2)OCO3)c(O)c1 (stereo unspecified)
34	-4%	?	-11%	-4%	-7%	5%	?	?	?	COc1ccc(NC(=O)c2nn(C)c3c2CSc2ccc(C)cc2-3)cc1OC
35	-3%	-11%	-7%	0%	-2%	0%	-10%	33%	-24%	S=C(NC1CC1)N1CCc2ccccc2C1
36	-12%	-4%	-1%	-2%	1%	43%[activator]	50µM*	5%	-12%	CSc1nsc(SCC(=O)Nc2ccc(Cl)c(C(=O)O)c2)n1
37	3%	1%	4%	3%	-2%	2%	9%[12.7 µM]	27%	-1%	COc1ccc(N(C(=O)c2cccc(OC)c2OC)C2C=CS(=O)(=O)C2)c(OC)c1 (stereo unspecified)
38	-6%	-6%	-4%	5%	-1%	3%	-7%[59 µM]	29%	.	COc1ccc(-n2c(Cn3nnc4ccccc43)nnc2SCC(=O)O)cc1
39	-2%	8%	2%	-6%	0%	14%	0%[59 µM]	28%	4%	CCc1nnc(NC(=O)CSc2nc3c(cc2C#N)CCCC3)s1
